From PubChem BioAssay
Tau FP inhib = inhibitors of human tau fibril formation; K18 P301L tau heparin fibrillization, Alexa594 FP, 6 h; Potency, µM (series often up to 57.7 µM), for inactives: at the highest dose activity, negative = inhibition, actives largely listed as inhibitors; 280,000 tested, 0.39% active; note: % is set by controls: 0 for no effect and ±100 for the full control effect; nearly all actives have a fitted effect of over 55% in size
Target sequence (P10636 561-689 P618L limits assumed): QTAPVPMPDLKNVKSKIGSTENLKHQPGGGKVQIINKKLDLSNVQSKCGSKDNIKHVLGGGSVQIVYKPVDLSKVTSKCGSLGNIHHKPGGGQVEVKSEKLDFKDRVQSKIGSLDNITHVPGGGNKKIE
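Recombinant K18 P301L […], labeled with Alexa 594 at 0.24 uM over 15 uM unlabeled; heparin inducer 20 uM final; 37 C, 6 hr; FP endpoint.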
Tau fluor counter = counter-screen for tau fibril formation inhibitors; 280,000 tested, 0.93% active; Potency, µM (doses to about 57.7 µM), without a hit: top-dose activity change, negative = decrease; AID 1463; tau K18 P301L Alexa594 fluorescence, heparin fibrillization; note: % is set by controls: 0 for no effect and ±100 for the full control effect; nearly all actives have a fitted effect of over 55% in size
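Human tau K18 P301L (15 uM unlabeled, 0.24 uM Alexa 594-labeled) in 100 mM sodium acetate pH 7 with 20 uM heparin, 6 hr at 37 C. ThT 30 uM added, 1 hr ambient; Alexa 594 FP and total fluorescence read at 555/632 nm.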
RECQ1 inh = blocks DNA unwinding by human RECQ1. AID 2549. 240,000 tested, 0.54% active. Potency, µM (highest dose often 57.3 µM), without a hit: at the highest dose activity, negative = inhibition, actives largely listed as inhibitors. P46063. RECQ1 DNA unwinding, red fluorescence kinetic read;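 note: plate controls were vehicle for no effect and no enzyme for full effect; nearly all actives have a fitted effect of over 30% in size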
Target sequence (P46063 whole entry, looked up): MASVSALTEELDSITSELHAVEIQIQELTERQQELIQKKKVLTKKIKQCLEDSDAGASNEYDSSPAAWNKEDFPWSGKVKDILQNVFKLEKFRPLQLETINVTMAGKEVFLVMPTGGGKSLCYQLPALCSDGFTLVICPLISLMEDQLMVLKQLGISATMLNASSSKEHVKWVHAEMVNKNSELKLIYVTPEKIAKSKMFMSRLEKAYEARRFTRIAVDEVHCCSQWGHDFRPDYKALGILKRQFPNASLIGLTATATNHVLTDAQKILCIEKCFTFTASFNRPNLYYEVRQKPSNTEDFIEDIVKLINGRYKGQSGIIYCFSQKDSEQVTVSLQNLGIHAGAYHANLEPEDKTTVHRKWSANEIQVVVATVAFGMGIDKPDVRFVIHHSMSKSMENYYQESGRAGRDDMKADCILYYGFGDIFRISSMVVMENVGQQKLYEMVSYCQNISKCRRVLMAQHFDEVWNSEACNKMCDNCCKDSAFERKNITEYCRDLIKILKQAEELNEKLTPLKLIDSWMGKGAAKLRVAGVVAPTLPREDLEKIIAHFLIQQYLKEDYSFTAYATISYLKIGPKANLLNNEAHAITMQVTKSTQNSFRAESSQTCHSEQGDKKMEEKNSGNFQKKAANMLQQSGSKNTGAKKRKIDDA
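RECQ1T1 50 nM; forked duplex (20 bp + 30-nt ss tails) 200 nM, ATP 2 mM final; pH 8.0, 2 mM MgCl2, 2.5 ug/ml poly(dI-dC); 15 min compound preincubation; discontinuous kinetic read over 2 h at RT.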
HTT ATP protect = protects HTT-Q103 PC12 cells, measured by ATP | 230,000 tested, 0.14% active | Potency, µM (series often up to 56.4 µM), for inactives: cytoprotection (ATP increase), most hits filed as activators | PC12 HTT-Q103 induced, cytoprotection, ATP luminescence, 40 h;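 note: % of control where 0% means no effect; nearly all actives have a fitted effect of over 45% in size; toxic huntingtin expression switched on by the ecdysone agonist tebufenozide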
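Huntington model: PC12 line, ecdysone-inducible HTTQ103 exon1–GFP, tebufenozide 100 nM. Test articles in a dose series. Endpoint luminescence from cellular ATP.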
TR SRC2 fluor cs = Texas Red fluorescence interference in TRb-SRC2 counter-screen. TRb/SRC2 Texas Red total fluorescence interference. Potency, µM (doses to about 106 µM), without a hit: top-dose fluorescence change, negative = quenching. 280,000 tested, 0.29% active; active = well fitted curve in either direction with a large enough effect; inconclusive = small, poorly fitted or top-dose-only effect; note: % is set by controls: 0 for no effect and ±100 for the full control effect
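Flags fluorescent or light-absorbing compounds by total fluorescence, S + 2P, at 555 nm excitation and 632 nm emission. Mixture: 20 nM Texas Red SRC2 peptide, 0.6 uM human TRb LBD, 1 uM T3, 5% DMSO; compound exposure 5 h at ambient temperature.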
TRb-SRC2 inh = disrupts binding of human TR beta to SRC2 | AID 1469 | TRbeta-SRC2 peptide binding, fluorescence polarization; receptor liganded with 1 µM T3 | P10828 | Potency, µM (highest dose often 106 µM), for inactives: at the top dose activity change, negative = inhibition, most hits filed as inhibitors | 280,000 tested, 0.065% active;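 note: plate controls were bound peptide for no effect and peptide without receptor for full effect; nearly all actives have a fitted effect of over 50% in size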
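Human TRb LBD (0.6 uM) plus Texas Red-labeled SRC2 peptide (20 nM), 1uM T3, 5% DMSO, 5 hr at ambient temperature. Decreased polarization (555/632 nm) flags inhibition; data normalized to free and bound peptide controls.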
L3MBTL1 inh = inhibitors of human L3MBTL1; Q9Y468; AlphaScreen L3MBTL1–H3K9me1 peptide binding; Potency, µM (top dose mostly 57.1 µM), for the others: at the highest dose activity, negative = inhibition, most hits filed as inhibitors; 230,000 tested, 0.66% active; AID 485360; note: % is set by controls: 0 for no effect and ±100 for the full control effect; nearly all actives have a fitted effect of over 60% in size
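First, the protein-peptide complex forms for 30 min at room temperature (L3MBTL1 50 nM, biotinylated H3K9me1 peptide 75 nM). Next, compounds are pin-transferred and incubated 30 min. Finally, AlphaScreen beads are added and read after 30 min.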
Tau fibril ThT = blocks human tau fibril formation measured by thioflavin T. recombinant tau K18 P301L, heparin-induced fibrillization, ThT fluorescence. Potency, µM (top dose mostly 57.4 µM), for the others: at the top dose activity, negative = inhibition, most hits filed as inhibitors. 270,000 tested, 2.1% active. AID 1460; note: % is set by controls: 0 for no effect and ±100 for the full control effect; nearly all actives have a fitted effect of over 55% in size
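Fibril formation assay: tau K18 P301L at 15 uM with trace Alexa 594 label, heparin inducer 20 uM, pH 7 sodium acetate buffer, 37 C for 6 hr; endpoint ThT signal.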
An asterisk follows results filed as active; i = inactive; ? = inconclusive; nt = not tested or not shown; & = joins results of further samples; [ ] = remark or other dose. Unless noted, calls come from the whole dose curve; as a rule, active = well fitted curve in the direction sought with a large enough effect; inconclusive = small, poorly fitted or top-dose-only effect, or another doubt; inactive = no such curve, though single readings can be large; an effect the other way counts as inactive or inconclusive. Potency is the fitted concentration of half-maximal effect.

The line under a structure holds: Tau fibril ThT | L3MBTL1 inh | Tau fluor counter | TR SRC2 fluor cs | RECQ1 inh | Tau FP inhib | TRb-SRC2 inh | HTT ATP protect
O=[N+]([O-])c1ccc(-c2csc(Nc3ccccc3)[n+]2Cc2ccccc2)cc1
    2% | -17% | 1% | ? | -3% | 7% | ? | -45%[1.9 µM]
Cc1cccc(C(=O)N[C@H](C(=O)Nc2cccc(S(=O)(=O)N3CCCC3)c2)C(C)C)c1
    nt | nt | -15% | 0% | -7% | -7% | -3% | -7%[10 µM]
O=C(Cc1ccc(F)cc1)Nc1nnc(SCC(=O)NC2CCCC2)s1
    1% | 3% | 9% | 1% | i | -10% | -3% | -32%
COc1ccc(CN(CCN(C)C)Cc2ccccc2)c(OC)c1
    -13% | -10% | -11% | -1% | 19% | -14% | -17% | -21%
O=C(CN1CCN(CC(=O)Nc2ccccc2Cl)CC1)Nc1ccc2c(c1)OCCO2
    -15% | -6% | -14% | -1% | -3% | 7% | -19% | -39%
Cc1ccc(CNC(=O)C(C)n2ccc3cc(S(=O)(=O)N4CCCC4)ccc32)cc1 (configuration not stated)
    1% | nt | -19% | -2% | nt | 9% | -3% | nt
Cc1ccc(-n2nc3cc(C)c(NC(=O)c4cccnc4)cc3n2)cc1
    3% | 0% | -2% | 0% | -3% | -9% | -6% | 4%[1.9 µM]
CCOC(=O)c1c(C)[nH]c(C(=O)CN2C(=O)NC(CC)(c3ccccc3)C2=O)c1C (configuration not stated)
    -14% | -10% | -2% | 1% | -29% | 7% | -17% | -17%
CSc1nsc(SC)c1NC(=O)Nc1ccccn1
    1% | -1% | -3% | -4% | i | -2% | 1% | 4%
COc1ccc(NC(=O)CC2C(=O)N(c3ccccc3)C(=O)N2CCc2cccs2)cc1 (configuration not stated)
    -8% | 2% | -30% | 0% | 1% | -8% | 1% | -3%[10 µM]
COc1ccccc1CN1C(=O)CN(C2CCCCCC2)C(=O)C1c1ccc(F)cc1 (configuration not stated)
    -4%&-16% | -4% | -9%&-5% | -1%&-2% | -5% | 10%&1% | -1%&-5% | -20%
CC1=C(C(=O)Nc2cc(Cl)ccc2C)C(c2ccccc2F)n2ncnc2N1 (configuration not stated)
    7% | nt | 1% | 3% | nt | 4% | -5% | nt
CCOC(=O)CN1C(=O)S/C(=C/C=C/c2ccc(N(C)C)cc2)C1=O
    2.2µM* | -66% | 0% | ? | 25µM* | ? | ? | -51%[inhibitor][10 µM]
COc1cccc(N2CCN(S(=O)(=O)c3ccc4[nH]c5c(c4c3)CCCC5)CC2)c1
    2% | nt | ? | -5% | nt | 0% | 0% | nt
Cc1cc(C)c(C#N)c(N2CCCC2)n1
    -13% | 3% | -11% | 1% | ? | 2% | -2% | -4%[10 µM]
CCN(CC)S(=O)(=O)c1ccc2c(c1)N(CC(=O)N1CCN(c3cccc(C)c3C)CC1)C(=O)CO2
    -13% | nt | -2% | 3% | nt | 12% | -5% | nt
O=C(Cn1c(=O)nc(-c2ccccc2)c2ccccc21)Nc1ccc(Cl)cc1F
    1% | nt | -4% | -16% | nt | -6% | -3% | nt
CCOC(=O)Cn1c(=O)n(C2CCCCC2)c2nc(-c3cccc(F)c3)nc(C(N)=O)c21
    3% | nt | -4% | -3% | nt | -8% | -1% | nt
O=C(O)C1C2C=CC(C2)C1C(=O)Nc1cccc(C(=O)N2CCCCC2)c1 (configuration not stated)
    -8% | nt | -7% | 1% | 5% | -2% | 1% | 9%
Cc1ccc(NC(=O)C2CCN(C(=O)c3cnn(-c4ccccc4)c3-n3cccc3)CC2)cc1C
    -14% | nt | -19% | -1% | nt | 4% | 5% | nt
C#CC(C)(CC)NC(=O)Cn1nnc(-c2ccc(OCc3c(F)cccc3Cl)cc2)n1 (configuration not stated)
    -14% | nt | ? | -13% | nt | ? | 1% | nt
Cc1cc(C(C)C)n2c(nc3ccccc32)c1C#N
    -5% | 6% | -3% | 2% | -6% | 7% | -5% | 3%[10 µM]
CCn1c(SCC(=O)NCc2ccccc2)nc2ccccc2c1=O
    -7% | -3% | 2% | 0% | -4% | -2% | -1% | 7%[10 µM]
CC1Cc2nc(SCC(=O)Nc3ccc4c(c3)OCO4)n(Cc3ccccc3)c(=O)c2S1 (configuration not stated)
    3% | -16% | ? | -6% | -10% | 2% | -3% | 4%[1.9 µM]
CC(C)=CCN1CCN(Cc2nc(-c3ccccc3)cs2)CC1CCO (configuration not stated)
    -13% | -9% | -11% | 0% | 9% | -1% | 2% | -9%[10 µM]
COC(=O)[C@H](C)NC(=O)Nc1cccc(C(F)(F)F)c1
    -5% | 3% | -5% | 1% | -9% | -3% | -19% | -21%[0.074 µM]
Cn1nc(C(F)(F)F)c(-c2ccc(Br)cc2)c1NC(=O)c1ccco1
    nt | nt | ? | -2% | -8% | -12% | -4% | 4%[10 µM]
Cc1ccc(S(=O)(=O)C2(S(=O)(=O)c3ccc(C)cc3)CC2)cc1
    6% | -1% | -6% | -5% | -8% | -4% | -5% | 1%[10 µM]
CCn1c(SCC(=O)C(C)(C)C)nnc1-c1cccnc1
    2% | -1% | 7% | -4% | -12% | 4% | -2% | 8%
Cc1nnc(SCC(=O)Nc2ccccc2)n(N)c1=O
    3% | -16% | 4% | -1% | i | 6% | 2% | -4%

As a short view, part of the list above.
The line under a structure holds: Tau fibril ThT | L3MBTL1 inh | Tau fluor counter | TR SRC2 fluor cs | RECQ1 inh | Tau FP inhib | TRb-SRC2 inh | HTT ATP protect
O=[N+]([O-])c1ccc(-c2csc(Nc3ccccc3)[n+]2Cc2ccccc2)cc1
    2% | -17% | 1% | ? | -3% | 7% | ? | -45%[1.9 µM]
Cc1cccc(C(=O)N[C@H](C(=O)Nc2cccc(S(=O)(=O)N3CCCC3)c2)C(C)C)c1
    nt | nt | -15% | 0% | -7% | -7% | -3% | -7%[10 µM]
O=C(Cc1ccc(F)cc1)Nc1nnc(SCC(=O)NC2CCCC2)s1
    1% | 3% | 9% | 1% | i | -10% | -3% | -32%

The listing picks up; the 3 compounds before the break are reprinted first.
The line under a structure holds: Tau fibril ThT | L3MBTL1 inh | Tau fluor counter | TR SRC2 fluor cs | RECQ1 inh | Tau FP inhib | TRb-SRC2 inh | HTT ATP protect
Cc1ccc(S(=O)(=O)C2(S(=O)(=O)c3ccc(C)cc3)CC2)cc1
    6% | -1% | -6% | -5% | -8% | -4% | -5% | 1%[10 µM]
CCn1c(SCC(=O)C(C)(C)C)nnc1-c1cccnc1
    2% | -1% | 7% | -4% | -12% | 4% | -2% | 8%
Cc1nnc(SCC(=O)Nc2ccccc2)n(N)c1=O
    3% | -16% | 4% | -1% | i | 6% | 2% | -4%
CCC(=O)n1nc(NCc2ccccc2OC)nc1NCc1ccccc1OC
    -7% | -5% | -15% | 1% | -20% | 9% | -4% | 5%
Cc1cn(S(=O)(=O)c2ccc(Br)c3ccccc23)cn1
    -11% | 2% | -1% | 1% | 3% | 4% | 4% | 15%[10 µM]
CCc1nn(CC(=O)NC(C)C)c(=O)c2cc3cc(F)ccc3n12
    0% | nt | -6% | -21% | nt | -8% | 2% | nt
CCc1nccn1-c1cc(C(C)(C)C)nc2c(-c3ccc(Cl)cc3)cnn12
    ? | -2% | -16% | -3% | -7% | 8% | -15% | 3%[10 µM]
C/C(=N\NC(=O)c1cc(-c2cccc([N+](=O)[O-])c2)n[nH]1)c1ccc(F)cc1
    ? | 2% | -19% | 0% | -3% | -5% | -4% | 0%[10 µM]
COc1ccc(CCNC(=O)C(=O)NCC(c2ccco2)S(=O)(=O)c2cccs2)cc1OC (configuration not stated)
    -13% | nt | -16% | 2% | nt | -8% | -3% | nt
O=C(CCn1c(=S)[nH]c2ccccc2c1=O)NCCCN1CCCC1=O
    -5% | 0% | -9% | -1% | -3% | -11% | -4% | -15%
N#Cc1nc(COc2ccc(F)cc2)oc1N1CCN(Cc2ccccc2)CC1
    -14% | ? | -12% | 0% | i | -8% | -9% | 2%[10 µM]
CCCOc1ccc(C(=O)Nc2ccc(NC(=O)c3cccc(Cl)c3)cc2)cc1
    -14% | nt | 0% | 5% | nt | 2% | -4% | nt
Cc1ccc2nsnc2c1NC(=O)c1cncc(Br)c1
    ? | nt | -14% | -2% | 3% | ? | 3% | -13%
CN(C1CCCC1)C1CCN(C(=O)CNC(=O)/C=C/c2ccccc2)CC1
    -1% | 1% | -2% | 0% | 9% | -2% | 10% | 19%[10 µM]
CC(C)(C)c1nc(C(C)(C)C)c(Br)c(=O)[nH]1
    -9% | -5% | -3% | -7% | 10% | 3% | -5% | nt
CC1CN/C(=C\C(=O)c2ccc(Cl)cc2)C(=O)N1 (configuration not stated)
    -1% | -7% | 6% | -9% | i | 6% | -5% | -3%[10 µM]
C/C(=N\NC(=O)Cn1c(-c2ccccn2)nc2ccccc21)c1cccc(O)c1
    -1% | nt | -7% | 1% | -1% | -6% | -6% | -33%[inhibitor]

The list is partial. The share of hits here may be higher or lower than overall.
